High-throughput results from PubChem.
TAAR1 ag – agonists of human TAAR1. Q96RJ0. CHO RD-HGA16 TAAR1, Fluo-8 calcium fluorescence; vehicle wells 0%, saturating PEA agonist 100%. activation, % at 3 µM. hit rate 0.99% among 360,000;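 active = activation above the mean activation of all test compounds in the run plus 3 SD, cut at about 38% in these data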
Target sequence (Q96RJ0 whole entry, looked up): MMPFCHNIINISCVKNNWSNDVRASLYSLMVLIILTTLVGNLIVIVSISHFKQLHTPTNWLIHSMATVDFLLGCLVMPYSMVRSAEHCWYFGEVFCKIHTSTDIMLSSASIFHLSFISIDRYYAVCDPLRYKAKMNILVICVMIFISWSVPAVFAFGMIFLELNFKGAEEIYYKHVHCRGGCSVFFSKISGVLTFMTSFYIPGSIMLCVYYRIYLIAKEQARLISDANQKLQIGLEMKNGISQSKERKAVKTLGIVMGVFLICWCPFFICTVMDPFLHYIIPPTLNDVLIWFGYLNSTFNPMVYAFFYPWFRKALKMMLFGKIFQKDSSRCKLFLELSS
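Signal – calcium-sensitive Fluo-8 signal, excitation 470-495, emission 515-575 nm · System – RD-HGA16 (CHO) cells co-expressing Gα16 and hTAAR1 · Incubation – 17-24 h seeding, 75 min 37 °C dye, 30 min RT · Compound dosing – 3 µM single concentration · Repeats – no replicates (n 1)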
CHO-K1 Ca PAM – M1 PAM counterscreen hit in parental CHO-K1 cells; ATP EC20, Fluo-8 calcium fluorescence; 0% at ATP EC20, 100% at ATP max; activation, % at 3 µM; hit rate 0.02% among 360,000; AID 602247;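 active = activation above the run cutoff, the mean activation of all test compounds plus 3 SD, cut at about 40% in these data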;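 note: peak over basal fluorescence ratio in a 140 s read after ATP addition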
M1 ag parental – M1 agonist counterscreen hit in parental CHO-K1 cells | hit rate 0.48% among 360,000 | Fluo-8 calcium fluorescence; scaled to maximal ATP response, vehicle zero | activation, % at 3 µM; in the data active = activation above about 15%;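 note: untransfected CHO-K1 host cells lacking M1 receptor as counterscreen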
CHO parental Ca – counter-screen: ATP calcium response change in parental CHO cells | parental CHO-K1, ATP-induced calcium, Fluo-8 fluorescence | inhibition, % at 5.6 µM | hit rate 0.63% among 330,000 | AID 463079;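 active = inhibition above that plate's mean sample inhibition plus 3 SD, cut at about 26% in these data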;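 note: 0% = ATP-challenged DMSO wells and 100% = DMSO wells without ATP; some compounds past the cut are filed as inactive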
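Test system: untransfected parental CHO cell line. Compound: one dose, 5.6 µM nominal. Detection: intracellular calcium via Fluo-8 no-wash fluorescent dye. Measure: % inhibition. Benchmarks: ATP-challenged DMSO wells low, unchallenged DMSO wells high.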
V1aR counter – activates human V1a receptor in oxytocin agonist counter-screen | P37288 | CHO-V1R cells, Fluo-8 calcium fluorescence, agonist mode; 0% DMSO, 100% 3 nM vasopressin | activation, % at 3 µM | hit rate 0.25% among 320,000 | AID 2797;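 active = activation above the mean activation of all tested compounds plus 3 SD, per screening run, cut at about 20% in these data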;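 note: signal is peak over basal fluorescence ratio across a 100 second FLIPR read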
CHRM1 agonist – human M1 muscarinic receptor agonism | P11229 | CHO-K1 hM1, Fluo-8 calcium fluorescence, agonist mode; 0% DMSO, 100% acetylcholine EC100 | activation, % at 3 µM | hit rate 0.33% among 360,000 | AID 588814;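 active = activation above the run's mean compound activation plus 3 SD, cut at about 16% in these data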;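 note: peak over basal fluorescence ratio within a 140 s kinetic read after compound addition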
CHO-K1 Ca antag – M1 antagonist counterscreen hit in parental CHO-K1 cells. ATP-induced calcium, Fluo-8 fluorescence. inhibition, % at 3 µM. hit rate 0.6% among 360,000. AID 602250;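 active = inhibition above a per-plate cutoff, the plate's mean sample inhibition plus 3 SD, cut at about 24% in these data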;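 note: 0% = DMSO plus EC80 ATP and 100% = DMSO alone without ATP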
OXTR potentiator – potentiators of human oxytocin receptor | P30559 | CHO-OTR cells, Fluo-8 calcium fluorescence, potentiator mode; 0% = oxytocin EC15, 100% = EC100 | activation, % at 3 µM | hit rate 0.061% among 320,000;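 active = activation above that plate's cutoff, the mean activation of tested compounds plus 3 SD, cut at about 6.6% in these data, passing the limit was not always enough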;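 note: 100% uses oxytocin at 75 nM as the full agonist control; some results filed as inactive read as strong as hits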
Target sequence (P30559 whole entry, looked up): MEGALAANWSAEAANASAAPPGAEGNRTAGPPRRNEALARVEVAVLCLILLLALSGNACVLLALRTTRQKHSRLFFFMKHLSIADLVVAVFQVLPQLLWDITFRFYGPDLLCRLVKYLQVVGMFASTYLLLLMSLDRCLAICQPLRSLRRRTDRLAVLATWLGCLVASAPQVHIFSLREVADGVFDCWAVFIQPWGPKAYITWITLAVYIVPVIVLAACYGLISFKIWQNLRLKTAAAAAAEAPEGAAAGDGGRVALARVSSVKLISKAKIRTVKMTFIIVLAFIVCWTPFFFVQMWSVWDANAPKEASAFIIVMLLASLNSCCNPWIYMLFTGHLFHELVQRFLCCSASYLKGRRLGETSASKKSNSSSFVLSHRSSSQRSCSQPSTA
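Measured by – Fluo-8 calcium dye fluorescence · Test system – human OTR in CHO cells · Dosing – one concentration, 3.0 µM compound · Controls – EC15 oxytocin alone as 0%, 75 nM oxytocin as 100% · Evaluation – normalized max/min fluorescence ratio, % activation · Timing – 6 min pre-incubation, 100 s read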
TAAR1 antagonist – antagonists of human TAAR1; Q96RJ0; CHO RD-HGA16 TAAR1, Fluo-8 calcium fluorescence, antagonist; inhibition, % at 3 µM; hit rate 1.5% among 360,000; AID 624466;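 active = inhibition above a per-plate cutoff, the mean inhibition of test compounds on that plate plus 3 SD, cut at about 49% in these data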;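 note: 0% = DMSO plus EC80 beta-PEA response and 100% = DMSO alone without agonist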
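Test system – hTAAR1-expressing CHO RD-HGA16 cells, Gα16-coupled · Reagent – β-PEA at EC80 concentration, post-compound challenge · Compound dosing – 3 µM, single point · Timing – 140 s kinetic read after compound, 140 s after agonist · Detection – Fluo-8 intracellular calcium dye fluorescence, real-time kinetic reads · Control set – DMSO and EC80 PEA controls · Repeats – n of 1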
The depositor's hits bear a star; x = not tested or not shown.

SMILES	TAAR1 ag	CHO-K1 Ca PAM	M1 ag parental	CHO parental Ca	V1aR counter	CHRM1 agonist	CHO-K1 Ca antag	OXTR potentiator	TAAR1 antagonist
Cc1cccc(-c2noc(C3CCCCC3)n2)c1	16	17	0.6	-8	-0.2	-5	-9	-6	-9
Cc1ccc(Cl)cc1N1CCN(C(=O)CN(c2ccccc2)S(=O)(=O)N(C)C)CC1	4	13	5.3	-24	3.2	-7	-5	-31	-1
CC(=O)c1ccc(N2C(=NC(=O)CCC3CCCC3)SC3CS(=O)(=O)CC32)cc1 (centres undefined)	0	-1	-0.2	-7	0.9	-1	-18	-1	1
Cc1ccc(OCC(=O)OCC(=O)NC2CCCCCC2)cc1C	0	5	1.3	x	x	4	-11	x	-15
CNc1nnc(SCC(=O)c2cc(C)n(C3CC3)c2C)s1	3	18	2.2	-16	0.7	-2	-26	-1	-15
CC1CCN(C(=O)c2ccc(NS(=O)(=O)c3ccc4[nH]c(=O)[nH]c4c3)cc2)CC1	0	-13	-0.2	1	-0.1	-4	18	-7	0
CCOc1ccc(C2/C(=C(/O)c3ccc4c(c3)CC(C)O4)C(=O)C(=O)N2CCCn2ccnc2)cc1OCC (centres undefined)	0	14	0.9	-3	0.1	-4	-14	2	-24
CN(C(=O)c1ccc(NC(=O)Cc2ccc(NC(=O)C3CCCN(C(=O)C4CCCC4)C3)cc2)cc1)C1CCCC1 (centres undefined)	-1	-12	-0.1	x	x	-3	6	x	-12
COc1ccc(OC)c(C(=O)NC(CC(N)=O)c2ccc(N3CCN(c4ccccn4)CC3)c([N+](=O)[O-])c2)c1 (centres undefined)	4	22	0.1	-17	0.4	-4	-17	-10	10
Cc1ccc(/C(N)=N/OC(=O)c2cccs2)cc1	-1	12	-0.5	-1	1.0	-2	8	13	-10
CCOC(=O)c1[nH]c(C)c(C(=O)NCc2ccco2)c1C	1	-3	0.4	-12	0.7	-4	-4	-3	20
COc1ccc(S(=O)(=O)NCCOc2ccccc2)cc1-n1cnnn1	1	7	-0.4	-6	3.0	-7	6	-9	-10
CC1CCN(c2c(NCc3ccc(C(=O)N4CCN(C5CCCCC5)CC4)cc3)c(=O)c2=O)CC1	-1	9	0.6	-3	0.5	-12	2	0	-2
Cc1nnc(SCC(=O)NNC(=O)C(C)C)[nH]c1=O	1	-2	-0.1	1	-1.1	-4	-1	-4	28
Cc1ccc(N=C2NC(=O)CS2)cc1C	3	-7	0.1	-5	0.2	-3	-3	-8	-23
CC(C)c1nc2oc3ccccc3c(=O)c2c(=O)n1-c1ccccc1	x	14	0.0	-10	-0.9	-4	-8	-6	x
O=C(c1ccccc1)C(Nc1ccccn1)c1ccccc1 (centres undefined)	-3	-22	-0.1	-13	-1.6	-8	14	-2	-43
Cc1ccc(S(=O)(=O)Nc2cccc(C(=O)NCC(c3ccco3)N(C)C)c2)cc1F (centres undefined)	4	12	1.9	-30	-0.9	-7	-6	-8	-1
CCCCCCCCCCCCCCCC(=O)OC/C=C(C)/C=C/C=C(C)/C=C/C1=C(C)CCCC1(C)C	2	5	0.1	-10	-0.7	-3	3	0	6
CCOC(=O)Cc1csc(NC(=O)/C=C/c2ccccc2Cl)n1	0	8	-0.1	-4	6.3	-1	7	-11	5
CCC(=O)N1CCc2cc(S(=O)(=O)CCC(=O)N3CCN(c4ccc(F)cc4)CC3)ccc21	7	-21	1.4	-22	18	-1	1	-6	-30
Cc1ccc2cc(CCNS(=O)(=O)c3ccc(F)cc3)c(=O)[nH]c2c1C	3	17	0.7	19	11	5	-5	-10	1
COc1cccc(C(=O)NN2CC(O)=C(c3nc(C)cs3)C2=N)c1	0	8	1.3	14	0.3	-2	-9	-6	-11
O=C(O)/C=C/C(=O)N(CC1CCCO1)C1CC(=O)N(c2c(Cl)cccc2Cl)C1=O (centres undefined)	2	18	17*	6	0.2	-3	-6	-6	4
Cc1ccc(C(NC(=O)N2CCCCC2)=C(Cl)Cl)cc1F	-2	9	-0.4	-6	0.3	-6	-8	6	19
O=C(NCc1ccco1)c1cccc(Nc2nc3ccc(Br)cc3[nH]2)c1	18	28	2.1	-26	-0.2	-6	-29	-9	56*
CC(=O)N1CCc2cc(S(=O)(=O)N3CCc4ccccc43)ccc21	3	1	15*	12	10	1	9	-18	-8
COc1cc(C2c3c(-c4ccccc4)n[nH]c3C(=O)N2c2ccc(C(=O)O)cc2)ccc1O (centres undefined)	x	9	0.4	2	0.2	-1	1	-3	x
Cc1ccc(/C=C/C(=O)NCc2cccs2)cc1	0	-5	-0.7	-18	-0.3	-3	3	5	-3
COc1ccc(C2C(=O)N(C3CCCCC3)CC(=O)N2Cc2ccc3c(c2)OCO3)cc1 (centres undefined)	18	-13	5.4	-16	-0.2	3	1	-10	26
Nc1c(Cl)nc(-c2ccccc2)nc1Cl	-1	24	1.7	2	-0.5	-3	-24	-3	-28
CCCOc1cc(N)ccc1C(=O)OCCN(CC)CC	1	4	0.0	-9	0.4	-6	-4	4	9
O=C1c2ccccc2C(=O)N1/N=C/c1ccc(Oc2ccc([N+](=O)[O-])cn2)cc1	5	-6	-0.1	-5	0.6	-2	-7	4	-39
COC(=O)CN(c1ccccc1C)S(C)(=O)=O	3	21	0.5	-3	-0.5	1	-11	0	4
Cc1cc(C)c(NC(=S)N2CCCC2C(=O)O)c(C)c1 (centres undefined)	1	16	0.2	-8	7.3	-4	-4	-4	-12
CC(=O)Nc1ccc2c(c1)CCCC2	14	-6	0.1	-6	0.4	-3	-9	-3	-1
COc1ccc(Cl)cc1NC(=O)C(C)N1CCN(C/C=C/c2ccccc2)CC1 (centres undefined)	11	9	0.3	-37	-0.2	-4	-12	-14	-17
O=C(CSc1ccc(-c2cccc([N+](=O)[O-])c2)nn1)N1CCCC1	0	-14	-0.2	-15	-0.3	-3	5	-5	-24
CC1CCCC(NC(=O)COC(=O)CCC(=O)c2ccc(F)cc2)C1C (centres undefined)	-1	-17	-0.8	-3	-0.4	-2	5	-2	-25
CN(C)c1ccc(S(=O)(=O)c2ccc(Cl)cc2)cc1	8	1	0.3	-13	1.1	-3	15	-12	7

The last 2 compounds of the part before open the next one.
SMILES	TAAR1 ag	CHO-K1 Ca PAM	M1 ag parental	CHO parental Ca	V1aR counter	CHRM1 agonist	CHO-K1 Ca antag	OXTR potentiator	TAAR1 antagonist
CC1CCCC(NC(=O)COC(=O)CCC(=O)c2ccc(F)cc2)C1C (centres undefined)	-1	-17	-0.8	-3	-0.4	-2	5	-2	-25
CN(C)c1ccc(S(=O)(=O)c2ccc(Cl)cc2)cc1	8	1	0.3	-13	1.1	-3	15	-12	7
COC(=O)Cn1c(C(=O)N2CCCC2)cc2c1C[C@H]1CN(C(=O)c3ccccc3)[C@@](Cc3ccc(F)cc3)(C(=O)OC)[C@@H]21	10	1	0.5	-27	1.4	-3	-4	-4	3
O=C(CCCSc1nc2sc3c(c2c(=O)[nH]1)CCC3)NCCO	11	-9	-0.5	3	-0.3	-5	9	-18	-3
CCOC(=O)CN(C)C(=O)CCc1nnc(-c2ccc(-c3ccccc3)cc2)o1	3	17	5.9	1	7.3	-1	1	-10	-4
COC(=O)c1cc(OC)c(OC)cc1NC(=O)c1ccc(OC)cc1	3	-10	20*	-8	-0.1	0	26*	-11	15
Cc1nn(CC#N)c(=O)n1-c1ccc(Cl)cc1	0	-2	-0.1	7	0.1	-4	0	-9	3
COc1ccc([N+](=O)[O-])cc1NC(=O)CSc1nc(C)c(C)c(C)n1	0	19	0.4	-13	1.5	-5	-6	-4	-4
C/C(=N\NC(=O)CCn1nc(C)cc1C)C(C)(C)C	2	0	0.3	-8	-0.4	-5	20	-3	-1
Cc1ccc2cc3cc(C(=O)N4CCN(Cc5ccccc5)CC4)sc3nc2c1	5	-9	-0.2	-9	-0.3	-2	6	-10	4
CCOC(=O)Cc1nnc(NC(=O)CSc2nc3ccccc3[nH]2)s1	3	18	2.4	6	1.2	2	-14	-6	-3
Cc1cc(=O)oc(C)c1C(=O)NCC(C)NC(=O)c1c(C)cc(=O)oc1C (centres undefined)	6	8	-0.1	-2	-0.2	-2	4	-8	3
CC(C)OC(=O)Cn1c(=O)oc2ccccc21	x	3	-0.2	-3	1.2	-1	13	-3	x
CC(=O)Nc1ccc(C(=O)NCCCOC(C)C)cc1	0	-10	1.2	9	0.5	-5	-11	1	2
CC(C)N(CCNC(=O)COc1ccc2oc3c(c2c1)CCCC3)C(C)C	1	9	0.7	-18	1.3	-6	-5	-1	-20
COc1ccccc1-n1c(CNC(=O)c2cccc([N+](=O)[O-])c2C)n[nH]c1=S	5	-6	-0.3	3	0.8	-2	2	-5	12
O=C(NCc1nnc(SCC(=O)N2CCOCC2)o1)c1c(F)cccc1F	0	-5	0.4	-3	0.4	-2	6	-9	-16
COCCn1cc(C(=O)c2ccccc2OCC(=O)Nc2cc(C)on2)cc(C#N)c1=O	7	-7	0.3	-2	0.0	-4	1	-10	-10
Cc1ccccc1OCC(=O)OCC(=O)c1ccc(OCc2ccccc2)cc1	1	0	1.1	-12	2.1	-7	1	-9	18
O=C(COc1ccccc1Cl)Nc1ccccc1C(=O)Nc1cccc(C(=O)O)c1	1	-21	-0.7	3	-0.1	-2	4	-3	2
Cc1cc(C)nc(OC(=O)c2ccc(Cl)cc2Cl)n1	1	x	x	-4	0.1	x	x	2	-18
COc1ccc(OC)c(/C=C(\C)C(=O)c2c(C)cc(C)[nH]c2=O)c1	5	8	1.2	-3	0.1	-3	-6	-4	-21
COc1cc(C(=O)Nc2scc(-c3ccccc3)c2C(=O)O)cc(OC)c1OC	17	26	0.8	-3	1.0	-2	-14	-11	26
COc1ccc(-n2c(-c3ccccc3)nnc2-c2ccc(Cl)cc2)cc1	16	1	-0.6	-9	-0.9	7	19	-2	1
Cc1cc(C)nc(NS(=O)(=O)c2ccc(NC(=O)CCC3COc4ccccc4O3)cc2)n1 (centres undefined)	29	4	-0.1	-14	0.0	-2	-3	-9	-4
Cc1ccccc1NC(=O)c1ccccc1NC(=O)CCC(=O)O	1	14	0.2	-11	0.1	-5	-6	-5	6

Sorted by value in CHRM1 agonist (largest number first): some entries from above
| SMILES | CHRM1 agonist |
| --- | --- |
| CNc1nnc(SCC(=O)c2cc(C)n(C3CC3)c2C)s1 | -2 |
| COc1ccc(OC)c(/C=C(\C)C(=O)c2c(C)cc(C)[nH]c2=O)c1 | -3 |
| Cc1ccc(S(=O)(=O)Nc2cccc(C(=O)NCC(c3ccco3)N(C)C)c2)cc1F (centres undefined) | -7 |

Rows were taken by chance; 3.3% or so of the library scored in one or more.
